Compound activity deposited in PubChem by several laboratories.
Phagocytosis inh: inhibitors of macrophage phagocytosis; inhibition, % at 5 µM; J774A.1 macrophage IgG-bead phagocytosis, imaging; hit rate 0.07% among 110,000; AID 1029;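 active = inhibition above the mean of the plate negative controls plus 5 SD, cut at about 13% in these data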;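 note: phagocytic index as fraction of beads internalized from green versus red external bead signal; plate controls were DMSO negative control for no effect and cytochalasin-D positive control for full effect; some results beyond the cut were filed as inactive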
BB579 growth dn: reduces growth of yeast BB579 in restrictive medium; S. cerevisiae BB579 growth, OD615, 48 h; inhibition, % at 10 µM; hit rate 0.51% among 140,000;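 active = inhibition above a set limit, 3 SD over the mean compound inhibition, cut at about 44% in these data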; note: inactives centre near -24
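Test system: Saccharomyces cerevisiae DeaD strain BB579, replicative lifespan model yeast | Buffer or medium: Restrictive CSMM-D medium | Doses: One dose, 10 µM compound with 0.25% DMSO | Incubation: 48 h exposure, 30 °C | Detection: Culture absorbance at 615 nm | Control set: Amphotericin B at 10 µg/mL as positive control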
HCT116 PTEN-null: suppresses growth of cells with PTEN deletion | AID 827 | HCT116 PTEN-null viability, CellTiter-Glo, 60 h; active compounds read low | hit rate 1.2% among 140,000 | viability, % at 10 µM;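 active = viability at or below a set limit, 4 SD under the median of all tested compounds, cut at about 3.7% in these data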;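 note: PTEN knockout HCT116 line with beta catenin targeted HCT116 as companion control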
Measles CPE: protection of cells from measles virus. Measles virus-infected cells, CPE protection, absorbance. protection (pct of control), % at 4 µM. hit rate 1.5% among 140,000. AID 841; in the data active = protection mostly above about 24%, no sharp cut-off; inactive = mostly below about 26%; note: some compounds called inactive have numbers as strong as hits
MRP-1 activ: activators of MRP-1; viability increase, % at 10 µM; H69AR cells + doxorubicin, viability rescue, CellTiter-Glo; hit rate 0.61% among 140,000;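 active = viability gain under doxorubicin at or above a set limit, the compound median plus 3 SD, cut at about 4.7% in these data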;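 note: MRP-1 overexpressing cells given doxorubicin 25 µM after compound pretreatment; 18-22 h compound pretreatment then 72 h with doxorubicin before readout; 0% = doxorubicin-only wells and 100% = vehicle-treated cells without doxorubicin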
E-sel TNF inh: TNF alpha driven E-selectin expression inhibition; HUVEC TNFa-induced E-selectin immunofluorescence, high content; inhibition, % at 2 µM; hit rate 0.71% among 120,000; AID 1246;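 active = inhibition above the batch mean plus 3 SD, and confirmed as a hit on visual image review, cut at about 43% in these data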;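 note: 0% = TNF-stimulated DMSO wells and 100% = unstimulated control wells; not every result past the cut was called active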
NPY-Y2 antag: antagonists of human neuropeptide Y receptor Y2; P49146; NPY-Y2 expressing cells, antagonist mode; inhibition, % at 2.7 µM; hit rate 0.99% among 140,000; in the data active = inhibition above about 17%;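 note: 0% = vehicle with agonist challenge and 100% = reference antagonist with challenge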
Target sequence (P49146 whole entry, looked up): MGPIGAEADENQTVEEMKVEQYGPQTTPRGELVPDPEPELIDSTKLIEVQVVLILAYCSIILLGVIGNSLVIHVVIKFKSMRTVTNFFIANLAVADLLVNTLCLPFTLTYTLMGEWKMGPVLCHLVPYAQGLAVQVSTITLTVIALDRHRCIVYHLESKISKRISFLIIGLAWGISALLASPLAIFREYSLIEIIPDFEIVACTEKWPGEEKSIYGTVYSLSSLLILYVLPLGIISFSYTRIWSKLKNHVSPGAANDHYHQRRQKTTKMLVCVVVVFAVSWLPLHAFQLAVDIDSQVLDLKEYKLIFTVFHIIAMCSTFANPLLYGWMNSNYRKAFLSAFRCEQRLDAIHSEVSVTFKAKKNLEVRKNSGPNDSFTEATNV
GALR2 antag: blocks the human galanin receptor 2; GALR2-expressing cells, antagonist mode; inhibition, % at 4 µM; hit rate 0.39% among 140,000; in the data active = inhibition above about 27%;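 note: cells stimulated with galanin 1-16 at roughly its EC80; 0% = agonist challenge control and 100% = basal control without agonist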
Target sequence (O43603 whole entry, looked up): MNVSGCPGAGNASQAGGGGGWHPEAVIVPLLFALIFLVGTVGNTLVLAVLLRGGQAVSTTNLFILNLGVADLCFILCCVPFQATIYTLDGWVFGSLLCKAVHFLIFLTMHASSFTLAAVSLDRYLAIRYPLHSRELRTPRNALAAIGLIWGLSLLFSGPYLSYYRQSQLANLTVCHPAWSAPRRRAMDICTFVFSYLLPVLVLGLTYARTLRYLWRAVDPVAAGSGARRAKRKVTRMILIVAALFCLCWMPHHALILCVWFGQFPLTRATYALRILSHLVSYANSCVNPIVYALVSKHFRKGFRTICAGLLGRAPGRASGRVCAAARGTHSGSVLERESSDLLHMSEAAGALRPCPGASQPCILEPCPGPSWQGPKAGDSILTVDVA
bCat KO growth: beta-catenin-lacking colon tumor cell growth suppression | HCT116 beta-catenin knockout viability, CellTiter-Glo, 60 h; active compounds read low | viability, % at 10 µM | hit rate 1.5% among 140,000 | AID 818;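 active = viability at or under a set limit, the compound median less 4 SD, cut at about 6% in these data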;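 note: 0% = Hyamine 1622 control at 20 µM and 100% = untreated cell control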
Yeast lifespan up: extends the lifespan of yeast. hit rate 0.68% among 130,000. inhibition of the nicotinamide effect, % at 10 µM. S. cerevisiae growth with nicotinamide, OD615; deaD strain in restrictive glucose medium;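 active = inhibition above a set limit, placed 3 SD over the median of all compounds, cut at about 26% in these data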;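 note: 0% = nicotinamide-treated wells and 100% = cells grown without nicotinamide; some compounds called inactive have numbers as strong as hits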
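System: DeaD-strain S. cerevisiae / Buffer or medium: CSMM-D, restrictive glucose (dextrose) synthetic minimal medium / Probe or stimulus: nicotinamide, 1.5 mM, co-present with compound / Compound: one concentration, 10 µM, DMSO 0.25% / Incubation: 48 h compound exposure at 30 °C, humidified / Technique: optical density (absorbance) at 615 nm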
Active calls of the source: *; / = no result given.

SMILES	Phagocytosis inh	BB579 growth dn	HCT116 PTEN-null	Measles CPE	MRP-1 activ	E-sel TNF inh	NPY-Y2 antag	GALR2 antag	bCat KO growth	Yeast lifespan up
COc1cc(OC)cc(-c2nnc(SCC(=O)NCc3cccs3)o2)c1	1	-47	78	5	-2.8	-35	1	5	86	-11
COC(=O)C1(C)NC(=O)c2ccccc2N1 (centres undefined)	0	-26	92	10	-0.9	-14	1	15	92	-5
CCN1CCN(c2ccc(S(=O)(=O)N3CCCCC3)cc2NC(=O)c2ccc(F)cc2)CC1	-6	-23	93	3	-4.3	/	18*	-9	79	8
COc1ccc(OC(C)C(=O)Nc2cccc([N+](=O)[O-])c2)cc1 (centres undefined)	4	-46	85	14	-0.2	/	2	16	95	-4
Cc1nn(Cc2ccc(Br)cc2)c(C)c1NC(=O)c1nn(C)cc1Cl	4	6	83	7	1.5	-1	0	2	77	-10
c1ccc(-n2nnc3c(N4CCOCC4)ncnc32)cc1	0	-59	92	5	0.3	7	2	2	87	-16
CCc1ccc(OCC(=O)NC(=S)Nc2ccc(F)cc2)c(Br)c1	/	-17	103	4	1.3	-40	6	-1	104	9
O=C(COC(=O)c1ccc[nH]c1=O)NC1CCCC1	-1	-66	119	2	1.2	/	5	-4	110	-6
COC(=O)C1=C(C(C)=O)C(c2ccc(C)cc2)n2nnnc2N1 (centres undefined)	-1	-4	86	8	-0.8	-8	1	-15	92	-12
CCCCC1CCC(C(=O)OCC(=O)Nc2ccc(S(N)(=O)=O)cc2)CC1 (centres undefined)	-10	-13	97	14	-1.4	/	12	-3	95	1
CN(C(=O)COc1cc(=O)n(C)c2ccccc12)c1cccc(Cl)c1	0	-28	89	33	-0.8	20	1	-5	88	10
Cn1c(=O)[nH]c(=O)c2c1nc(N1CCOCC1)n2CCN1CCOCC1	2	-18	88	23	-1.3	/	-2	-8	88	-7
CC(C)c1ccc(C2CC(=O)c3cnc(N4CCc5ccccc5C4)nc3C2)cc1 (centres undefined)	2	-32	91	18	-1.1	-4	2	3	89	-9
c1ccc2nc(-c3nc4ccccc4o3)ccc2c1	2	8	45	12	-6.5	-3	0	22	50	-20
COc1ccccc1CCNC(=O)CSc1nc(-c2ccco2)cc(C(F)(F)F)n1	0	-18	90	18	-3.6	/	4	3	90	10
CCC1(NC(C)=O)CC2CC1CC2NC(C)=O (centres undefined)	2	-24	99	24	0.1	-6	3	9	92	-16
Cc1nnc(N(C)C(=O)Cc2ccc3c(c2)OCO3)s1	/	-24	100	2	-3.0	-12	2	-15	97	-7
Cn1c(=O)c2c(nc(CN3CCN(C(=O)c4ccco4)CC3)n2Cc2ccc(Cl)cc2)n(C)c1=O	-3	-37	86	11	-2.7	/	-2	-7	92	-1
COCCNC(=O)C(c1cccs1)N(C(=O)Cn1nnc2ccccc21)c1ccccc1 (centres undefined)	3	-70	99	10	-0.5	-23	2	1	98	1
CN(C)c1nc(N)nc(CSc2ncc(Cl)cc2Cl)n1	2	-1	95	10	0.0	-2	2	3	92	-14
CCN(CC)c1ccc(/C=N/NC(=O)c2cccc(S(=O)(=O)Nc3ccccc3OC)c2)c(O)c1	-4	25	10	12	-4.5	-9	-1	20	5.3*	3
CCN1C(=O)c2cccc3c(NC(=O)c4ccc(S(=O)(=O)N5CCOCC5)cc4)ccc1c23	-2	-24	33	3	-2.5	/	-2	-7	43	-9
CCC(C)c1ccc2oc(-c3ccc(NC(=O)c4ncn[nH]4)cc3)nc2c1 (centres undefined)	2	-44	78	15	-0.6	17	4	6	67	-15
CCOc1cc(-c2nc3cc(C)ccn3c2NCC2CCCO2)ccc1O (centres undefined)	0	-3	84	24	-2.3	-1	2	-6	92	-4
O=[N+]([O-])c1ccccc1Sc1nccn1Cc1ccccc1	-9	-4	99	4	-1.4	-2	-1	-9	92	-4
COc1ccc(OC)c2c(C)cc(NCCN3CCOCC3)nc12	0	-25	92	5	-4.3	/	1	4	100	-17
Nc1c(-c2ccccc2)cnc2ncnn12	-1	-32	102	10	-3.1	-10	4	-17	109	-23
CN(C)CCN(C)Cc1ccccc1Sc1cccc2ccccc12	4	5	1.5*	9	-6.1	/	11	-6	1.2*	-5
COc1ccc(N=Cc2ccc(CNS(=O)(=O)c3ccc(Cl)cc3)o2)cc1	/	-26	36	14	-4.1	-66	0	8	44	-7
CCOC(=O)c1c(C)[nH]c(C(=O)NNC(=O)c2ccc(C(C)(C)C)cc2)c1C	-10	10	74	6	0.2	/	0	-4	90	-5
CCN(C(=O)CSc1ccc2ccccc2c1)C1CCS(=O)(=O)C1 (centres undefined)	/	-20	87	4	-2.9	-2	2	-5	96	-2
Cc1cc(Cl)ccc1NC(=S)N1CCN(C(=O)C2CCCO2)CC1 (centres undefined)	-6	-6	100	8	-0.8	/	2	6	96	-1
C=CCNc1nc(N2CCOCC2)c(C#N)c2c1CN(C)CC2	0	-39	89	4	-3.3	/	-2	-19	87	-5
O=C(CN1CCCCCC1)Nc1ccc(F)c(F)c1	/	-32	97	7	-2.3	-17	-2	1	95	/
Cc1ccc(C)c(NC(=S)c2ccc3ccccc3n2)c1	-6	-32	79	5	-3.7	/	5	15	78	-3
Cc1nc(N)nc(Nc2ccc(Cl)cc2)c1Br	-2	-33	82	7	-4.5	2	1	12	91	-15
CCOC(=O)c1c(C)[nH]c(C(=O)COC(=O)C(C)N2C(=O)C3CCCCC3C2=O)c1C (centres undefined)	/	16	80	11	0.1	/	-1	2	87	-12
Cc1ccsc1C(=O)N/N=C/C=C/c1ccccc1[N+](=O)[O-]	-1	-15	18	4	0.0	18	2	10	9	-6
COC(=O)c1ccc(NC(=O)C2CCCO2)cc1 (centres undefined)	2	12	101	-1	1.0	14	0	2	90	-7
CCn1cc(C(=O)O)c(=O)c2cc(F)c(N/N=C/c3ccccc3[N+](=O)[O-])cc21	-16	-7	5	8	-5.3	/	3	-6	4.1*	-3
COc1ccc2[nH]cc(C(=O)CN(C)CCc3ccc(OC)c(OC)c3)c2c1	-1	-55	70	1	-1.3	4	1	-17	62	-12
Cc1cccc(NC(=O)/C=C/c2ccc(Cl)cc2)n1	/	-46	54	2	2.4	/	5	6	55	-4
CCOc1cc(C(=O)OCC(=O)NCc2ccco2)cc(OCC)c1OCC	0	-34	87	6	-1.8	-22	-2	-20	87	-10
O=C(NCC(c1cccnc1)N1CCN(c2ccccc2F)CC1)c1ccco1 (centres undefined)	0	39	76	9	-1.9	1	-2	-1	93	-7
O=C1NC(c2ccccc2)=NC1(NS(=O)(=O)c1ccccc1)C(F)(F)F (centres undefined)	/	-31	103	41*	1.5	-6	1	5	97	-14
COc1ccc(CSc2nncn2C)cc1[N+](=O)[O-]	-4	-38	96	8	-1.6	-52	2	2	91	0
O=C(O)C(Cc1ccccc1)N1C(=O)/C(=C/c2ccccc2)SC1=S (centres undefined)	-9	-36	104	3	-0.9	/	16	-6	88	33*
CCN(CC)S(=O)(=O)c1cccc(C(=O)/C=C2/N(C)c3ccccc3C2(C)C)c1	-12	-34	54	21	0.5	/	10	7	54	0
O=S(=O)(c1cccs1)N1CCN(CC(O)COc2cc(Cl)ccc2Cl)CC1 (centres undefined)	0	-34	17	7	-4.0	3	1	9	14	0
CCSc1nnc(NC(=O)c2ccccn2)s1	-5	97*	7	11	-3.1	7	4	9	11	-10
Cn1ncc2c(NNC(=O)Cc3ccccc3)ncnc21	-2	-2	95	10	-0.2	/	6	-2	91	4
O=C(NCC12CC3CC(CC(C3)C1)C2)c1cc2n(n1)C(C(F)(F)F)CC(c1ccco1)N2 (centres undefined)	/	-57	33	20	-4.6	16	-3	-8	35	3
CCOC(=O)N1CCN(C(=O)CSCC(=O)Nc2nc(-c3ccc(OC)cc3)cs2)CC1	2	-11	90	5	-0.6	-12	0	9	77	-13
Cc1nc2cc(C(=O)OCC(=O)NC34CC5CC(CC(C5)C3)C4)ccc2n1-c1ccccc1	-8	-37	81	6	-0.3	/	6	-10	80	-3
O=C(N/N=C/c1cc([N+](=O)[O-])ccc1Cl)c1ccc2nc[nH]c2c1	-3	-20	20	8	-4.7	24	1	-4	11	-2
CCOC(=O)c1sc(NC(=O)CSc2ncn(-c3ccccc3)n2)nc1C	-1	-29	92	12	-2.2	-21	7	16	94	-4
O=C(c1ccc(NS(=O)(=O)c2ccccc2)cc1)N1CCN(Cc2ccc3c(c2)OCO3)CC1	1	-38	80	3	-0.5	4	2	3	88	-15
CC1(C)CC(=O)C2=C(C1)N(N1CCOCC1)C(N)=C(C#N)C2c1cccs1 (centres undefined)	0	-20	106	6	-4.2	2	2	1	95	-3
N#Cc1ccc(NC(=O)CN2C(=O)NC(Cc3ccccc3)C2=O)cc1 (centres undefined)	0	-7	83	4	-1.3	/	1	-8	89	-13
c1ccc2c(CN3CCOCC3)csc2c1	-3	-28	95	6	-1.4	/	2	-13	98	8
Continued:
SMILES	Phagocytosis inh	BB579 growth dn	HCT116 PTEN-null	Measles CPE	MRP-1 activ	E-sel TNF inh	NPY-Y2 antag	GALR2 antag	bCat KO growth	Yeast lifespan up
CON=C1CCN(c2ncc(C(F)(F)F)cc2Cl)CC1	3	7	95	4	3.0	30	-2	5	86	-21
O=C(NCc1cccc(C(F)(F)F)c1)c1cc(Cl)ccc1Cl	0	-7	76	13	-0.1	/	10	-2	70	3
O=C(Nn1c(O)c(C=C2N=c3ccccc3=N2)sc1=S)c1ccccc1Cl	/	0	92	5	-2.1	0	-2	17	85	-3
COc1ccccc1OCCC(=O)OCC(=O)Nc1ccc(Br)cc1	-9	-20	88	6	0.9	/	7	2	91	2
CCCSc1nnc(CSc2nc3ccccc3s2)n1-c1ccccc1	/	-28	47	15	-3.1	-5	11	-3	28	2
Cc1nn(C(C)(C)C)c(OC(=O)c2ccc3c(c2)OCO3)c1Sc1ccccc1	-1	-54	78	3	-0.6	-1	29*	6	67	0
Cc1ccc(-c2nn(C)c(=O)c3ccccc23)cc1CN1CCOCC1	-2	-22	69	21	-3.5	/	4	1	70	-8
Cc1ccc2nc(NC(=O)CCNS(=O)(=O)c3cccs3)sc2c1	-1	-27	95	10	0.1	-32	1	10	97	-5
CCOC(=O)Cn1cc(C(=O)c2ccco2)c2ccccc21	0	-41	89	4	-4.5	2	7	5	82	-18
CN1CCN(c2oc(-c3cccs3)nc2S(=O)(=O)c2ccccc2)CC1	0	-20	102	17	-3.6	-16	2	8	108	-4
O=C(CN1C(=O)S/C(=C/c2ccc(N3CCOCC3)cc2)C1=O)N1CCOCC1	0	6	91	24	-1.0	/	-2	-9	96	1
COc1cccc(C(=O)N2CCN(C3CCC(c4ccccc4)CC3)CC2)c1 (centres undefined)	-1	6	93	4	1.3	/	4	6	77	-5
